Screening data deposited in PubChem BioAssay by several laboratories.
PP5 inh – PP5 (human) phosphatase inhibition. P53041. purified PP5c, OMFP substrate fluorescence. inhibition, % at 6.7 µM. actives 0.18% (n = 320,000);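 active = inhibition above the campaign's mean inhibition across all tested compounds plus 3 SD, cut at about 9.5% in these data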;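 also: 0% = DMSO only and 100% = 100 µM cantharidin control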
JMJD2C inh – blocks human GASC-1 demethylase activity; Q9H3R0; GST-JMJD2C(1-420) H3K9me3 demethylation, DELFIA europium; inhibition, % at 2.35 µM; actives 0.069% (n = 330,000); AID 2099;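 active = more than half of a compound's replicate wells show inhibition beyond 50%, single wells judged on their own value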;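 also: signal counts dimethyl H3K9 product captured on neutravidin plate; 0% = median of DMSO wells and 100% = 0.3 times that DMSO median; strong numbers were not always called active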
Target sequence (Q9H3R0 1-420 limits assumed): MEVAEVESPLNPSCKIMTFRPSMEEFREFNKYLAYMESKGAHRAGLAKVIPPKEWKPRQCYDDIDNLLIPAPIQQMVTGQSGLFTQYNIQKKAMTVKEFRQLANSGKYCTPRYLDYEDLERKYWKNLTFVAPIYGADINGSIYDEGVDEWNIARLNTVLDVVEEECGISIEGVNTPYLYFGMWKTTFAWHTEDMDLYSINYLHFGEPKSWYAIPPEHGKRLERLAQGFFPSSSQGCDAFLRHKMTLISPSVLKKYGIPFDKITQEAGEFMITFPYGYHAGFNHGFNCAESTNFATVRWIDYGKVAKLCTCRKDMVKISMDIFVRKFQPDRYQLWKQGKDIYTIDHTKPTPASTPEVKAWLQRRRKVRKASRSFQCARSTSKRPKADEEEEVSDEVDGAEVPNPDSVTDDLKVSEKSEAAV
Efflux pump inh – blocks antifungal efflux pumps in multiplex yeast assay; S. cerevisiae Candida pump triplex, Nile Red efflux; inhibition, % at 10 µM; actives 0.44% (n = 330,000); AID 485275;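 active = plate passing quality check with inhibition over a set limit, or well fluorescence over plate mean plus 4 SD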;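 also: Nile Red retained in pooled yeast measured as flow cytometry median fluorescence; 0% = buffer negative control and 100% = Enniatin B positive control; higher means more Nile Red kept so more efflux inhibition; some compounds called inactive have numbers as strong as hits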
PP1 inh – PP1-alpha (human) inhibition in PP5 counter-screen; purified PP1alpha, OMFP fluorescence; actives 0.9% (n = 320,000); AID 2235; inhibition, % at 6.7 µM;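 active = inhibition above the mean inhibition of all tested compounds plus 3 SD, computed separately for each screening campaign, cut at about 15% in these data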
core dimer inh – HCV core protein dimerization inhibition. TR-FRET GST/Flag-core106 dimerization, 1536-well. AID 1899. actives 0.33% (n = 300,000). inhibition, % at 5 µM;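 active = inhibition above the mean of all tested compounds plus 3 SD, set per screening campaign, cut at about 45% in these data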
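System – GST-tagged and Flag-tagged HCV core protein residues 1-106 · Repeats – one well for each compound · Technique – TR-FRET 671 and 617 nm emission · Doses – one concentration, 5 µM, in 0.5% DMSO · Times – 4 h, 22.5 °C incubation · Also added – Eu donor and XL665 acceptor anti-tag antibodies · Measure – percent inhibition of core106 dimerization signal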
TPT1 inhibitor – inhibitors of Candida albicans tRNA 2'-phosphotransferase TPT1 | AID 1962 | actives 0.81% (n = 300,000) | inhibition, % at 5 µM | recombinant caTPT1, FP RNA substrate dephosphorylation;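 active = inhibition above the mean of all tested compounds plus 3 SD, set per screening campaign, cut at about 24% in these data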;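 also: plate controls were DMSO alone for no effect and ferristatin control at 100 nM for full effect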
procasp3 activ – activates human procaspase-3; actives 0.11% (n = 330,000); P42574; activation, % at 8.5 µM; AID 463141; recombinant procaspase-3 D3A, Ac-DEVD-pNA absorbance 405 nm;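 active = activation above the mean of all tested compounds plus 3 SD, cut at about 21% in these data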;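 also: 0% = DMSO alone and 100% = DMSO wells spiked with extra 5 µM PC-3 D3A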
Target sequence (P42574 whole entry D9A/D28A/D175A): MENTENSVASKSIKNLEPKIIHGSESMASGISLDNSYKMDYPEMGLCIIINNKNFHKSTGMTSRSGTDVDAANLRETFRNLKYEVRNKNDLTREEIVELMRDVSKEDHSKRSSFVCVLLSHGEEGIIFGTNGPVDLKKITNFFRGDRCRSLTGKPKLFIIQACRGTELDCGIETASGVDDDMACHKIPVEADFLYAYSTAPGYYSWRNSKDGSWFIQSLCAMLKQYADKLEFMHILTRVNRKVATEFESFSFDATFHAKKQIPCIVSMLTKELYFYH
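Assay system – Procaspase-3 D3A mutant, all three cleavage aspartates alanine · Controls – DMSO-only low control, 5 µM PC-3 D3A high control · Schedule – 1 h compound preincubation, 2 h substrate hydrolysis at 25 °C · Signal – 405 nm absorbance of p-nitroaniline, reads at 0 and 120 min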
CTSL1 counter – counter-screen for PFM18AAP inhibitors: inhibitors of F. hepatica cathepsin L1; recombinant F. hepatica cathepsin L1, Z-Leu-Arg-MCA fluorescence; inhibition, % at 5.96 µM; actives 0.49% (n = 300,000);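 active = inhibition above the mean of all tested compounds plus 3 SD, set per screening campaign, cut at about 17% in these data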;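 also: 0% = plate median of test compound wells and 100% = 1 µM Z-Phe-Ala-diazomethylketone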
procasp7 counter – counter-screen: procaspase-7 (human) activation | recombinant procaspase-7, Ac-DEVD-pNA absorbance 405 nm; D23A/D198A/D206A triple mutant, cannot self-cleave; scale: DMSO 0, 5 µM enzyme 100 | actives 0.093% (n = 330,000) | P55210 | activation, % at 8.5 µM | AID 463210;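 active = percent activation above the screen-wide mean plus 3 SD, cut at about 25% in these data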
Target sequence (P55210 whole entry D23A/D198A/D206A): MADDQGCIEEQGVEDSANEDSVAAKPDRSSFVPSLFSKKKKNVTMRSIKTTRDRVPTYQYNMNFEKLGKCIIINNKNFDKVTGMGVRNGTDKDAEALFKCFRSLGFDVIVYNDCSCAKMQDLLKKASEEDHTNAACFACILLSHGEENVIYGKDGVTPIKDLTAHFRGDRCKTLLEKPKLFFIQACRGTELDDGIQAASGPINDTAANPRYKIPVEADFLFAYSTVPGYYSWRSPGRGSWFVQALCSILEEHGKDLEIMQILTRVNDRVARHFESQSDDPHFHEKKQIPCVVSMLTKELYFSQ
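Assay system: Uncleavable procaspase-7 mutant enzyme | Input: 2 µM procaspase-7 mutant as dispensed | Timing: 1 h compound preincubation, 2 h substrate cleavage, 25 °C | Repeats: One well per compound | Control set: DMSO wells as 0%, DMSO with 5 µM added PC-7 as 100% | Technique: Epi-absorbance of released pNA at 405 nm, two timepoints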
Active calls of the source: *; / = not tested or not shown; & = joins results of further samples.

[1] CCC(C)c1ccc(NC(=O)C2CCN(c3ncccn3)CC2)cc1 (stereo unspecified)
[2] CN(C)CCC(c1ccc(Cl)cc1)c1ccccn1 (stereo unspecified)
[3] CCCNC(=S)Nc1ccc(CC(=O)OC)cc1
[4] COc1ccc(N(C(=O)c2ccncc2)S(=O)(=O)c2cccs2)cc1
[5] C=CCn1c2ccccc2c(=O)c2cc(C#Cc3ccccn3)ccc21
entry no.	1	2	3	4	5
core dimer inh	-2	4&11&0	-9	1	/
JMJD2C inh	-3	-6&10&-18	6	-3	8
CTSL1 counter	-1	-2&1&1	-4	-10	/
PP5 inh	-0.7	1.1&-1.8&2.5	1.4	0.8	1.8
Efflux pump inh	-0.3	0.3&0.2&0.1	-0.4	0.1	0.3
TPT1 inhibitor	-7	1&1&1	-4	-3	/
procasp3 activ	1	8&5&11	-3	2	-12
PP1 inh	2	-4&-2&0	-1	2	5
procasp7 counter	1	-10&2&-4	10	9	-16

[6] S=C(NCc1ccco1)N1CCN(Cc2ccco2)CC1
[7] O=C(/C=C/c1c(Cl)cccc1Cl)NCCCn1ccnc1
[8] COc1ccc(S(=O)(=O)N(CC(=O)NN=C2CCN(C)CC2)c2ccc(C)cc2)cc1OC
[9] Cc1ccc(S(=O)(=O)N(C)C)cc1NC(=O)COC(=O)/C=C/c1cnc2ccccc2n1
[10] O=C(CSc1ccc2c(c1)OCCO2)Nc1ccc(Br)cn1
entry no.	6	7	8	9	10
core dimer inh	2	0	0	6	8
JMJD2C inh	-4	11	-3	1	-17
CTSL1 counter	9	1	-1	-9	1
PP5 inh	0.0	-1.3	1.0	-2.2	1.4
Efflux pump inh	-0.1	0.0	-0.2	0.1	0.0
TPT1 inhibitor	-2	2	3	2	2
procasp3 activ	3	-11	0	-5	-3
PP1 inh	9	0	2	-3	1
procasp7 counter	-10	8	4	11	4

[11] Cn1nc(C(=O)OCCN2C(=O)c3ccccc3C2=O)c2ccccc2c1=O
[12] O=C(NCC(c1ccco1)N1CCCC1)c1ccccc1F (stereo unspecified)
[13] O=C(Nc1cccc(-c2nnc(-c3ccccc3)o2)c1)C1CCCCC1
[14] c1ccc(CC2CCN(Cc3nc(-c4ccccc4)no3)CC2)cc1
[15] Cc1nn(Cc2ccc(C(=O)NC(C)(C)C)o2)c(C)c1Br
entry no.	11	12	13	14	15
core dimer inh	1	5	1	1	4
JMJD2C inh	-2	0	17	-6	-2
CTSL1 counter	2	-3	2	2	-3
PP5 inh	-1.0	-0.8	1.3	1.2	3.4
Efflux pump inh	0.0	-0.1	0.1	0.2	0.1
TPT1 inhibitor	-5	2	-3	4	0
procasp3 activ	-5	-6	1	11	-2
PP1 inh	-6	-1	-1	2	-3
procasp7 counter	1	2	-6	-1	-18

Along the list, quoted from above.
Nos. 11–15 in core dimer inh read 1, 5, 1, 1, 4
Nos. 11–15 in JMJD2C inh read -2, 0, 17, -6, -2
Nos. 11–15 in procasp7 counter read 1, 2, -6, -1, -18

Next part
[16] CCn1c(SC)nnc1-c1nn(-c2ccccc2)ccc1=O
[17] c1ccc2c(c1)OCc1cn[nH]c1-2
[18] COc1ccccc1OCCOCCOc1ccccc1Cl
[19] COc1cccc(NC(=O)CSc2nnc(Cn3nnc4ccccc43)n2C)c1
[20] CCOc1nc(-c2ccccc2)ccc1-c1noc(-c2ccncc2)n1
entry no.	16	17	18	19	20
core dimer inh	2	1	-2	-5	-11
JMJD2C inh	-6	9	-5	-1	6
CTSL1 counter	0	-2	4	-3	-5
PP5 inh	-2.0	-0.8	0.2	0.9	-3.0
Efflux pump inh	0.1	0.2	0.2	0.0	0.2
TPT1 inhibitor	0	-3	-1	-3	-3
procasp3 activ	1	7	-1	-3	-2
PP1 inh	-4	-5	3	-5	-3
procasp7 counter	5	4	2	15	-1

[21] CCC1(C)Cc2ccccc2-c2c1c(=O)n(Cc1ccccc1)c1nnnn21 (stereo unspecified)
[22] Cc1ccc(NC(=O)C2CCN(C(=O)c3ccccc3C)CC2)nc1
[23] O=C(O)c1cccc(Sc2cc(Cl)ccc2C(=O)O)c1
[24] CCOC(=O)N1CCN(Cc2nc3c(c(=O)[nH]c(=O)n3C)n2Cc2cc(C)ccc2C)CC1
[25] Cc1ccc(OCC(=O)NC(=S)Nc2ccc(Br)c(C)n2)cc1
entry no.	21	22	23	24	25
core dimer inh	-3	1	/	1	7
JMJD2C inh	2	-3	-4	6&4	3
CTSL1 counter	0	-2	/	2	0
PP5 inh	-1.5	0.4	-3.1	5.3	1.5
Efflux pump inh	0.0	0.1	0.1	0.2	0.1
TPT1 inhibitor	-1	-1	/	-1	0
procasp3 activ	10	1	-3	-4	-3
PP1 inh	2	-4	-5	0	-5
procasp7 counter	4	15	-3	10	1

Of the compounds above, 2 contain an NH in an aromatic ring.
[17] c1ccc2c(c1)OCc1cn[nH]c1-2
[24] CCOC(=O)N1CCN(Cc2nc3c(c(=O)[nH]c(=O)n3C)n2Cc2cc(C)ccc2C)CC1
entry no.	17	24
core dimer inh	1	1
JMJD2C inh	9	6&4
CTSL1 counter	-2	2
PP5 inh	-0.8	5.3
Efflux pump inh	0.2	0.2
TPT1 inhibitor	-3	-1
procasp3 activ	7	-4
PP1 inh	-5	0
procasp7 counter	4	10

Continuation.
[26] C=CCN(CC(O)c1cccc([N+](=O)[O-])c1)C(C)CCc1ccccc1 (stereo unspecified)
[27] c1ccn2c(SCc3cn4ccsc4n3)nnc2c1
[28] C=CCNC(=O)/C(C#N)=C/c1ccc(C(=O)O)cc1
[29] CCCc1nnc(SCC(=O)Nc2ccccc2Cl)n1CC1CCCO1 (stereo unspecified)
[30] COC(=O)[C@@H]1C[C@@H]2CC[C@@H](O)C[C@@H]2N1Cc1ccc(C(F)(F)F)cc1
entry no.	26	27	28	29	30
core dimer inh	1	0	-2	-7	3
JMJD2C inh	-1	51*	24	-8	-2
CTSL1 counter	4	-6	4	0	0
PP5 inh	0.8	-1.6	0.3	-2.0	3.5
Efflux pump inh	-0.1	0.0	0.0	0.0	0.2
TPT1 inhibitor	0	2	-1	1	5
procasp3 activ	-3	-4	-6	8	-6
PP1 inh	4	-1	-1	3	3
procasp7 counter	-4	1	9	-5	0

[31] Cc1ccc(NC(=O)C2CC(=O)N/C(=N/N=C/c3ccco3)S2)cc1 (stereo unspecified)
[32] Cc1cc(C)c2c(=O)[nH]cnc2n1
[33] CC(=O)C1=C(c2ccccc2)OC(N)=C(C#N)C1c1ccc(O)cc1 (stereo unspecified)
[34] Cc1sc(-c2cccnc2)nc1OC(=O)C1CC1
[35] S=C1NC(c2ccccc2)N2C(=S)NC(c3ccccc3)N12 (stereo unspecified)
entry no.	31	32	33	34	35
core dimer inh	-2	0	-2	1	-1
JMJD2C inh	-6	-1	2	8	3
CTSL1 counter	2	1	-3	-9	1
PP5 inh	0.0	2.3	2.9	0.6	0.5
Efflux pump inh	0.1	0.0	0.0	0.1	-0.1
TPT1 inhibitor	-3	1	2	2	1
procasp3 activ	-3	-2	-7	-4	-18
PP1 inh	-1	-3	-2	0	3
procasp7 counter	-3	-9	-3	-3	-19

[36] COC(=O)c1ccc(Sc2ccc(C)cc2)c(N)c1
[37] O=C1c2ccccc2C(=O)N1S(=O)(=O)c1ccccc1
[38] CCOC(=O)c1sc(NC(=O)c2sc(C)nc2C)nc1C
[39] Cc1ccc(-c2nc3cccnc3s2)cc1NS(=O)(=O)c1ccc2c(c1)OCCO2
[40] CCn1c2ccccc2c2cc(N=C3SC(CC(=O)Nc4ccccc4)C(=O)N3C)ccc21 (stereo unspecified)
entry no.	36	37	38	39	40
core dimer inh	3	-4	-11	3	19
JMJD2C inh	5	2	3	8	3
CTSL1 counter	0	0	2	-2	0
PP5 inh	0.3	-1.3	0.1	2.9	2.4
Efflux pump inh	0.1	-0.2	0.1	0.0	0.0
TPT1 inhibitor	-4	-2	-2	0	-1
procasp3 activ	-1	2	4	6	7
PP1 inh	-1	-1	-4	1	2
procasp7 counter	4	3	4	4	-5

[41] Cn1c(=N)n(CC(=O)c2ccc(Br)s2)c2ccccc21
[42] O=C(Nc1ccc(Cl)cc1)N1CCC(c2ccccc2)C1 (stereo unspecified)
[43] COc1cccc(-c2nnc3sc(-c4ccccc4)nn23)c1
[44] O=C(O)CC1=C(c2ccc(F)cc2)CCC1=O
[45] CCc1ccc(S(=O)(=O)Nc2ccc(O)c3c(=O)cc(-c4ccccc4Cl)oc23)cc1
entry no.	41	42	43	44	45
core dimer inh	3	-1	4	-2	9
JMJD2C inh	-4	0	-2	6	-2
CTSL1 counter	-3	-2	-1	-3	0
PP5 inh	1.0	0.8	2.3	2.2	3.5
Efflux pump inh	-0.1	0.1	0.0	-0.4	0.0
TPT1 inhibitor	-2	-2	-1	2	-1
procasp3 activ	6	-1	0	-4	-3
PP1 inh	-3	0	2	-2	11
procasp7 counter	-6	-5	-3	4	2

[46] CN(C)CCNC(=O)c1cc(Sc2ccc(F)cc2)nc2ccccc12
[47] O=C1CSc2ccccc2N1Cc1ccc(F)cc1
[48] CCCCN1C(=O)C(=O)NC[C@@H]1CCCCN
[49] Cc1cccc(NC(=S)NC(=O)c2ccc(-c3ccccc3)cc2)n1
[50] Cc1cccc(NCc2nc(-c3ccccc3)no2)c1
[51] COc1ccccc1CNC(=O)COC(=O)c1cc2ccccc2o1
[52] Cc1cc(C)n2nc(C(=O)NCc3cccc(C(F)(F)F)c3)nc2n1
[53] Nc1n[nH]c(N)c1N=Nc1ccc(Cl)cc1
entry no.	46	47	48	49	50	51	52	53
core dimer inh	-6	6	-2	13	1	/	0	-13
JMJD2C inh	29	-4	25	-3	4	2	4	3
CTSL1 counter	3	13	-2	1	6	/	6	4
PP5 inh	-0.9	1.9	1.8	0.6	-1.2	/	3.1	-1.5
Efflux pump inh	-0.1	0.2	0.0	0.0	-0.1	0.2	0.2	0.0
TPT1 inhibitor	-4	1	1	-1	-2	/	2	0
procasp3 activ	2	1	5	4	-4	5	5	0
PP1 inh	-4	-11	0	-1	-14	/	-2	-2
procasp7 counter	-2	-13	-5	-3	-2	-3	2	10
